# Screens from PubChem BioAssay.
# TCR act: Activators of T cell receptors: qHTS campaign. primary human leukocytes, anti-CD3, IL-2 HTRF, 48 h. Potency, µM (series often up to 9.22 µM), without a hit: at the highest dose activation of IL-2 secretion, usual class: activators. 330,000 tested, under 10 active; also: % of control where 0% means no effect
#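 TCR engagement came from a-CD3 beads alone, with compounds added to primary human leukocytes for 48 hr. Secreted IL-2 bridged europium cryptate- and d2-labelled anti-IL-2 antibodies, giving FRET emission at 665nm after 320nm excitation.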
# A-T KAP1 phos: qHTS Assay for Identifying a Potential Treatment of Ataxia-Telangiectasia | […] A-T fibroblasts, KAP-1 phosphorylation AlphaLISA; neocarzinostatin DNA damage 30 min before lysis | AID 485349, 2010 | hit rate 0.19% among 320,000 | Potency, µM (doses to about 57.5 µM), inactives show at the highest dose activation, actives largely listed as activators; also: potency is read from the fitted curve at half-maximal effect; % of control where 0% means no effect; nearly all actives have a fitted effect of over 45% in size
#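 hTERT-immortalized A-T patient fibroblasts ([…]), 500 cells/well in OPTI-MEM, 1% FBS, got compounds for 60 min, then NCS for 30 min at 37C. Lysates were then assayed for phospho-KAP-1 by AlphaLISA (anti-pKAP1 donor, anti-KAP1 acceptor beads), 6 hr at 25C.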
# Integrin act MD: qHTS for Activators of Integrin-Mediated Alleviation for Muscular Dystrophy; alpha7betagal myoblasts, beta-gal FDG fluorescence, 48 h; Potency, µM (titrated, usually from 38.3 µM), for the others: at the top dose activation, usual class: activators; hit rate 0.064% among 350,000; AID 624291, 2012;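 also: potency is read from the fitted curve at half-maximal effect; 100% = response of the positive control SU9516; nearly all actives have a fitted effect of over 60% in size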
#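 Alpha7betagal+/- myoblasts (passage 13) were plated 16-24 hr, then exposed to compounds (1:260 dilution of DMSO stock) for 48 hours at 37C. After MPER lysis, β-galactosidase reporter activity was read as FDG fluorescence (ex 480/em 540) after 30 minutes.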
# Mito fusion yeast: qHTS Assay for Small Molecule Inhibitors of Mitochondrial Division or Activators of Mitochondrial Fusion; S. cerevisiae fusion-defective mutant growth rescue, CellTiterGlo 48 h; Potency, µM (top dose mostly 46.1 µM), for inactives: top-dose growth rescue (activation), hits mostly activators; hit rate 0.23% among 320,000; AID 485298, 2010;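 also: potency is read from the fitted curve at half-maximal effect; % of control where 0% means no effect; nearly all actives have a fitted effect of over 45% in size; temperature-sensitive fusion mutants such as fzo1-1 at 37 °C on non-fermentable ethanol glycerol medium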
#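 Read-out: ATP-based luminescence (CellTiterGlo, 10 min ambient) reporting growth of fusion-defective ts yeast after 48 hours at 37C on glycerol/ethanol YPEG medium in the presence of compound.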
# MBNL1-CUG inh: qHTS Assay for Inhibitors of MBNL1-poly(CUG) RNA binding; Muscleblind-like protein 1 (Homo sapiens), Q9NR56; TR-FRET MBNL1-His/biotin-(CUG)12 binding, 665/545 ratio; Potency, µM (titrated, usually from 57.5 µM), inactives show at the top dose activity change, negative = inhibition, most hits filed as inhibitors; hit rate 0.036% among 280,000; active = well fitted inhibition curve with a large enough effect in the signal ratio, with a control signal flat, not every such curve was filed as active; inconclusive = small, poorly fitted or top-dose-only effect, or effect the other way, or a change in a side signal; inactive = no such curve, though single readings can be large or run the other way; the % refers to the signal ratio; also: potency is read from the fitted curve at half-maximal effect; % is scaled to controls: 0 for no effect and ±100 for the full control effect
#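 Ratiometric TR-FRET (665 over 545 nm, excitation 340 nm) tracks disruption of MBNL1-His/biotin-(CUG)12 complex after 60 min at room temperature, with compounds at 92 nM to 58 uM final.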
# Menin MLL FP TR: qHTS Assay for Inhibitors Targeting the Menin-MLL Interaction in MLL Related Leukemias: Competition With Texas Red Labeled MLL-derived Mutant Peptide | Menin + Texas Red MLL mutant peptide, fluorescence polarization | Potency, µM (doses to about 61.6 µM), inactives show top-dose FP activity change, negative = inhibition, most hits filed as inhibitors | hit rate 0.23% among 270,000; active = well fitted inhibition curve with a large enough effect in the polarisation, with a control signal flat, not every such curve was filed as active; inconclusive = small, poorly fitted or top-dose-only effect, or effect the other way, or a change in a side signal; inactive = no such curve, though single readings can be large or run the other way; the % refers to the polarisation; also: potency is read from the fitted curve at half-maximal effect; % of control where 0% means no effect; many of its hits are not listed in these tables
# CXXC DNA block: qHTS Fluorescence Polarization Assay for Inhibitors of MLL CXXC domain - DNA interaction. Histone-lysine N-methyltransferase 2A (Homo sapiens), Q03164. MLL-CXXC / FITC-HOXA9 DNA fluorescence polarization. Potency, µM (doses to about 115 µM), for inactives: at the highest dose activity change, negative = inhibition, most hits filed as inhibitors. hit rate 0.037% among 290,000. AID 2662, 2010; active = well fitted inhibition curve with a large enough effect in the polarisation, with a control signal flat, not every such curve was filed as active; inconclusive = small, poorly fitted or top-dose-only effect, or effect the other way, or a change in a side signal; inactive = no such curve, though single readings can be large or run the other way; the % refers to the polarisation; also: potency is read from the fitted curve at half-maximal effect
#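 Purified MLL-CXXC (added from a 7 uM solution) was preincubated 5 min at ambient with pinned compounds in 50 mM Tris-HCl pH 7.5, 50 mM NaCl, 1 mM DTT, 0.05% BSA. Fluorescein-labeled HOX-A9 DNA (50 nM solution) followed, 30 min, then polarization read.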
# ASM inhibitor: Inhibitors of Secretory Acid Sphingomyelinase (S-ASM): qHTS; hit rate 0.006% among 340,000; Potency, µM (highest dose often 57.5 µM), for inactives: at the top dose activity change, negative = inhibition, actives largely listed as inhibitors; placental ASM, HMU-PC fluorogenic substrate, 60 min; also: potency is read from the fitted curve at half-maximal effect
# Target sequence (P17405 47-631 limits assumed): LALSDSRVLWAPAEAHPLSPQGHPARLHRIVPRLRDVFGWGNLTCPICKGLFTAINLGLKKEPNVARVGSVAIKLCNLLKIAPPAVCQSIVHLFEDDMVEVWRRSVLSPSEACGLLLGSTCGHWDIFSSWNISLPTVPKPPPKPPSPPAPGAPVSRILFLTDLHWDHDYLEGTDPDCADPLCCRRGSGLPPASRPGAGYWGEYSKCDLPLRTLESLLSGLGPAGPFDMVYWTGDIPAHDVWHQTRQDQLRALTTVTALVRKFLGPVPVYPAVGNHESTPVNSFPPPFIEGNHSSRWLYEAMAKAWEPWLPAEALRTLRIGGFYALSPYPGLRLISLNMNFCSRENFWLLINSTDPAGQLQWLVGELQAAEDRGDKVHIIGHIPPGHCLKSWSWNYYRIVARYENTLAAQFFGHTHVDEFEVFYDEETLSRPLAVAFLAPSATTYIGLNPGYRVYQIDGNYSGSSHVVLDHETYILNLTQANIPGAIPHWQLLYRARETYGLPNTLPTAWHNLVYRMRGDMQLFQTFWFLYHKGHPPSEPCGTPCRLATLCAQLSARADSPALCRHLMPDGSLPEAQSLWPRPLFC
#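 Human placenta-derived ASM enzyme was preincubated with compound for 10 minutes at room temperature, then given fluorogenic substrate HMU-PC0 (9 uM final) for 60 minutes at 37 °C; a pH 10 stop preceded fluorescence reading at Ex 386/Em 447 nm.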
# TSG101-PTAP inh: qHTS Assay for Iinhibitors of HIV-1 Budding by Blocking the Interaction of PTAP/TSG101; Tumor susceptibility gene 101 protein (Homo sapiens), Q99816; Fluorescence polarization, FITC-PTAP peptide / Tsg101 binding; Potency, µM (titrated, usually from 115 µM), for the others: top-dose activity change, negative = inhibition, hits mostly inhibitors; 340,000 tested, under 10 active; AID 493005, 2010; active = well fitted inhibition curve with a large enough effect in the main read-out, with a control signal flat, not every such curve was filed as active; inconclusive = small, poorly fitted or top-dose-only effect, or effect the other way, or a change in a side signal; inactive = no such curve, though single readings can be large or run the other way; also: potency is read from the fitted curve at half-maximal effect; % of control where 0% means no effect
# Target sequence (Q99816 whole entry, looked up): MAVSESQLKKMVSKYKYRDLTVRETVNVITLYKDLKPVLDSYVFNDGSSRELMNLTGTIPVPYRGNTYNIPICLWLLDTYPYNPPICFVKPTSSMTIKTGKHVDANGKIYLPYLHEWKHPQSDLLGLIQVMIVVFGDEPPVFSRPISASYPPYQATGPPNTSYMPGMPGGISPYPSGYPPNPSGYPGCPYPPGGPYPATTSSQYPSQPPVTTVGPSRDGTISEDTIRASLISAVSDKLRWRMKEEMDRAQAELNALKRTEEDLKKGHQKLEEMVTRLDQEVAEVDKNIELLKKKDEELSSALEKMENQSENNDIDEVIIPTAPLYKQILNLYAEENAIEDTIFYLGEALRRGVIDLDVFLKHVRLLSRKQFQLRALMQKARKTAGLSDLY
#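 FP read-out: FITC-PTAP peptide, 50 nM final, binding Tsg101 binding domain, 10 uM final; 20 min, r.t.; 10 mM HEPES pH 7.5, 0.15 M NaCl, 0.01% Tween 20, 3 mM EDTA, 0.1 mM TCEP.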
# TSHR antagonist: Antagonists of the Thyroid Stimulating Hormone Receptor: HTS campaign; Thyrotropin receptor (Homo sapiens), P16473; TSHR-expressing cells, TSH-stimulated cAMP HTRF, 2 h; stronger effect = lower value; activity change, negative = inhibition, % at 11.5 µM; hit rate 0.2% among 330,000;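 active = activity change below a set negative limit, meaning inhibition stronger than a set level, cut at about -70% in these data; inconclusive = activity change between two set negative limits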; also: % is scaled to controls: 0 for no effect and ±100 for the full control effect
#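 TSHR-expressing cells, 200/well, pre-treated with compound, then stimulated with EC80 TSH (4nM final) for 2 hours at 37 deg C. cAMP measured by competitive HTRF: anti-cAMP cryptate antibody in lysis buffer plus cAMP-d2, read after 30 minutes at room temperature.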
# Active calls of the source: *; ? = inconclusive; / = not tested or not shown; [ ] = another dose, or the depositor's remark. Unless noted, calls follow the shape of the dose curve; as a rule, active = well fitted curve in the direction sought with a large enough effect; inconclusive = small, poorly fitted or top-dose-only effect, or another doubt; inactive = no such curve, though single readings can be large; an effect the other way counts as inactive or inconclusive. Only part of the results is shown. The share of hits here may be higher or lower than overall.
SMILES,TCR act,A-T KAP1 phos,Integrin act MD,Mito fusion yeast,MBNL1-CUG inh,Menin MLL FP TR,CXXC DNA block,ASM inhibitor,TSG101-PTAP inh,TSHR antagonist
CCOc1ccc(/C=C2/Sc3ccc(C(=O)N4CCN(C(=O)c5ccco5)CC4)cc3N(C)C2=O)cc1OC,/,-2%,/,-4%,/,-3%,11%,/,/,-2
CC(C)(C)NC(=O)CN(C(=O)c1csnn1)c1ccccc1-c1ccccc1,-9%,5%,13%,8%,-10%,-3%,0%,-2%,-6%,3
COc1cccc(Nc2c(F)c(OC)c(F)c(F)c2C(=O)O)c1,-4%,1%,-6%,0%,-21%,9%,-22%,1%,-4%,-2
C=CCn1c(SCC(=O)O)nnc1-c1ccccc1,-1%[46.1 µM],0%,8%[7.66 µM],-2%,-9%,-17%,-6%,2%,-4%,-7
COc1ccc(-n2ncc3c(=O)n(Cc4c(F)cccc4Cl)cnc32)cc1,11%,-3%[11.5 µM],12%,-9%,-4%,-18%,-11%,-1%,-6%,-4
CC1CCc2cc(F)ccc2N1C(=O)CN1C(=O)c2ccccc2C1=O (centres undefined),3%,-4%,-11%,9%,16%,-11%,17%,3%,-3%,-7
COc1cccc(CNC(=O)CN2CCC(c3nc4ccc(C)cc4[nH]3)CC2)c1,-5%,11%,5%,-4%,-13%,-9%,-2%,2%,0%,-1
FC(F)Oc1ccc(-c2c[n+]3c(n2-c2ccccc2)CCCCC3)cc1,3%,?,-12%,5%,-2%,/,-14%,-1%,-5%,-4
CCCCCC(=O)NC(=S)Nc1ccc(Br)cc1C,-1%[46.1 µM],11%,10%,-9%,0%,-3%,7%,-3%,-1%,-14
COc1cc2c(cc1OC)C(C)N(C(=O)c1cc3n(n1)C(C(F)(F)F)CC(c1ccco1)N3)CC2 (centres undefined),-5%[46.1 µM],-3%,-28%,11%,3%,10%,-3%,-9%,2%,-4
CC1=NN(c2ccc([N+](=O)[O-])cc2)C(=O)/C1=C\N(C)C,-1%[46.1 µM],-2%,14%,-12%,?,32%[activator],2%,0%,2%,1
O=C(COC(=O)C1CC2CCCC(C1)C2=O)NNC(=O)c1ccccc1Br (centres undefined),-3%,-7%,-17%,-2%,/,/,/,4%,-4%,5
COc1ccc(Nc2ccc3c(c2)=NC2(CCCCC2)[N+]=3[O-])cc1,1%,-7%,-61%[inhibitor],2%,?,-4%,-3%,-13%,-3%,-4
CCN(C(=O)CN1CCN(c2ccccc2OC)CC1)c1c(N)n(Cc2ccccc2)c(=O)[nH]c1=O,-2%,1%,22%,4%,-2%,14%,8%,7%,-3%,3
O=C(NC(=S)Nc1cccc(Cl)c1N1CCCCC1)c1cccs1,3%,0%,-23%[7.66 µM],-11%,0%,-22%,-4%,-12%,-2%,-7
Cc1nc2ccccc2nc(C)c1=NOCc1ccc(Cl)cc1Cl,5%,3%,4%,9%,/,2%,1%,-8%,0%,-8
O=C1N=c2ccccc2=C1c1sc(NS(=O)(=O)Cc2ccccc2)nc1O,5%,-11%,4%,3%,16%,/,-4%,-9%,-12%,-2
COC(=O)c1cc(Cl)c(NC(=O)c2cc(OC)c(OC)c(OC)c2)cc1OC,/,7%,-1%,2%,-5%,1%,-1%,3%,-10%,3
CC(=O)c1c(OC(=O)c2ccccc2)ccnc1C(F)(F)F,0%,-7%,0%,0%,/,/,/,0%,2%,9
COc1ccc(NC(=O)C(CC(C)C)NC(=O)c2ccccc2C)cn1 (centres undefined),-9%,6%,0%,3%,2%,-15%,-4%,-2%,-8%,-8
CCCCNC(=O)c1cc(C)nn1-c1ccccc1,0%,0%,-1%,-3%,-13%,/,-6%,1%,-5%,3
CC(C)(C)NC(=O)C(c1ccccc1)N(Cc1ccco1)C(=O)c1csnn1 (centres undefined),-7%,8%,6%,4%,-3%,-3%,-1%,0%,-1%,-13
Cc1ccccc1NC(=O)CSc1nc2c(c(-c3ccco3)c1C#N)CCCC2,10%,1%,6%[7.66 µM],-2%,21%,6%,-1%,2%,-11%,-14
COc1ccc(C(=O)Nc2nnc(C(F)(F)F)s2)cc1,13%,4%,28%,4%,0%,13%,8%,3%,-10%,-32
CSc1cccc(NC(=O)CCCOc2ccc(Cl)cc2Cl)c1,1%,10%,19%,13%,-10%,?,-1%,-10%,-6%,-13
Cc1ccc(-n2nnc3c(=O)n(Cc4ccccn4)cnc32)cc1C,6%,9%,5%,3%,-6%,?,3%,-1%,-1%,7
Oc1ccc(-n2cccc2/C=N/n2cnnc2)cc1,3%,4%,7%,1%,3%,8%,9%,6%,-4%,12
O=C(CNC1CCCCCC1)Nc1ccccc1N1CCCCC1,-2%,18%,-44%,1%,-5%,?,-15%,0%,-3%,/
CCOC(=O)Cn1cnc2c(nnn2-c2cccc(OC)c2)c1=O,2%,13%,-5%,-6%,-5%,-14%,10%,1%,-3%,-4
COc1ccc(-c2ccc(N)[n+](CCCC(=O)O)n2)cc1,14%,/,/,8%,?,-10%,-5%,2%,2%,-14
CC1CC(C)(C)NC(=S)N1CCC(=O)Nc1ccc2c(c1)OCCO2 (centres undefined),/,-1%,-5%,26%,-1%,1%,1%,-3%,-3%,-4
CC(=O)NC(CCS(C)(=O)=O)C(=O)Nc1ccc2c(c1)OCCO2 (centres undefined),1%[46.1 µM],-1%,19%,-1%,-4%,27%,-6%,1%,-3%,-4
CCOC(=O)C1=CN(Cc2cccc(F)c2)S(=O)(=O)NC1c1ccccc1 (centres undefined),-3%[46.1 µM],10%,24%,/,/,/,/,-2%,1%,4
O=C1C(=O)N(Cc2cccnc2)C(c2ccc(Br)cc2)/C1=C(\O)c1ccc2c(c1)OCCO2 (centres undefined),0%,-5%,-10%,-6%,12%,?,-3%,10%,-5%,0
Cc1cccc(C(=O)NC(C(=O)Nc2cccc(S(=O)(=O)N3CCCC3)c2)C(C)C)c1 (centres undefined),3%,5%,-2%,1%,/,/,/,-2%,-4%,-5
Cc1cc(Nc2ccc(Br)c(C)c2)n2nc(C)nc2n1,7%[46.1 µM],11%,0%,0%,-6%,-24%,17%,-11%,0%,8
COCCn1nnnc1CN1CCC(NC(=O)c2ccc(Br)cc2)CC1,5%[46.1 µM],5%,9%,0%,3%,6%,0%,5%,-5%,0
COCCn1cnnc1SCC(=O)Nc1cccc(S(=O)(=O)N2CCCCCC2)c1,-3%[46.1 µM],8%,22%,0%,9%,0%,-1%,9%,-6%,14
COC(=O)C(Cc1c[nH]c2ccccc12)NC(C)=O (centres undefined),0%[46.1 µM],-4%,-3%,-3%,0%,7%,-1%,5%,-1%,-1
CN(C)C(=O)c1cc(C(=O)c2ccc(F)cc2C(F)(F)F)c[nH]1,-5%,?,3%,17%,7%,-13%,?,-1%,-5%,-7
COc1ccc(/C(C)=N\NC(=O)C(c2ccncc2)N2CCOCC2)cc1 (centres undefined),1%,-18%,-8%,-4%,-7%,/,-17%,-2%,-3%,-4
CCN1CCN(CC(=O)Nc2c(OC)cccc2OC)CC1,-3%,11%,-5%,-1%,4%,-2%,2%,3%,2%,2
CCOc1ccc(N(CC(=O)Nc2cccc(Cl)c2)S(=O)(=O)c2c(C)noc2C)cc1,-4%,4%,-18%,0%,-7%,1%[11.7 µM],2%,-20%,0%,-26
CC(=O)c1c(C)[nH]c(C(=O)N2CCCCCC2)c1C,2%,-3%,-44%,3%,-6%,?,0%,1%,-6%,8
O=[N+]([O-])c1ccc(S(=O)(=O)N2CCN(C3CCN(Cc4ccccc4)CC3)CC2)cc1,-5%,2%,-21%,?,?,/,8%,-1%,0%,0
